SENP6 block = inhibitors of human SENP6 protease; actives 1.8% (n = 330,000); inhibition, % at 10 µM; Q9GZR1; Recombinant SENP6 catalytic domain, aminoluciferin luminescence;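 active = inhibition above about 50% at the single tested dose, limit read from the data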;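 note: plate controls were DMSO wells with enzyme for no effect and DMSO wells lacking enzyme for full effect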
PfGluPho inh = PfG6PD (Plasmodium falciparum) enzyme inhibition. PfGluPho enzyme, NADPH resazurin-diaphorase fluorescence. actives 0.78% (n = 350,000). inhibition, % at 20 µM;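 active = inhibition reaching at least a set limit at 20 µM in the primary screen, cut at about 59% in these data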;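 note: 0% = DMSO wells with substrate and 100% = DMSO wells lacking glucose-6-phosphate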
NR3A LBD binder = modulates the human NR3A ligand-binding domain | NR3A LBD differential scanning fluorimetry, Tm shift; 0% = protein alone, 100% = glycine-bound protein | Tm shift relative to glycine control, % at 25 µM | actives 2.5% (n = 340,000) | AID 1259313;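 active = melting temperature shift of at least 10% of the positive control shift, at one fixed dose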
MPTP block = blocks calcium-induced mitochondrial swelling; isolated mouse mitochondria, Ca2+ swelling absorbance, 30 min; inhibition, % at 10 µM; actives 1.4% (n = 360,000); AID 602449;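 active = inhibition of 50% or more, scaled per plate between neutral and stimulator controls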;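 note: 0% = DMSO wells given calcium and 100% = 1 mM EGTA wells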
SENP8 block = SENP8 (human) protease inhibition. actives 0.64% (n = 360,000). recombinant SENP8, Nedd8 substrate fluorescence. inhibition, % at 20 µM; in the data active = inhibition mostly above about 40%, no sharp cut-off; inactive = mostly below about 27%
Target sequence (Q96LD8 whole entry, looked up): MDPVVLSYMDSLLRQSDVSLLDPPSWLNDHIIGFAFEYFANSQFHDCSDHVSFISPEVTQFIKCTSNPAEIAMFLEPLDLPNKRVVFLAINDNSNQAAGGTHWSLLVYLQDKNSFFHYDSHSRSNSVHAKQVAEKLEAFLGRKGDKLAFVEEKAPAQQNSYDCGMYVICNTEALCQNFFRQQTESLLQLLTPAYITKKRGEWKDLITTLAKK
hIAP activ = increases human intestinal alkaline phosphatase activity. activation factor at 10 µM. AID 2524. purified human IAP, CDP-Star luminescence, 30 min; stronger effect = higher value; 1 = vehicle-only enzyme, 0 = enzyme-free background. actives 0.16% (n = 330,000). P09923;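 active = activation factor of the enzyme at least 2-fold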; note: the source names both 10 and 20 µM as test concentration; values of inactives mirror those of a sister screen read the other way
Target sequence (P09923 whole entry, looked up): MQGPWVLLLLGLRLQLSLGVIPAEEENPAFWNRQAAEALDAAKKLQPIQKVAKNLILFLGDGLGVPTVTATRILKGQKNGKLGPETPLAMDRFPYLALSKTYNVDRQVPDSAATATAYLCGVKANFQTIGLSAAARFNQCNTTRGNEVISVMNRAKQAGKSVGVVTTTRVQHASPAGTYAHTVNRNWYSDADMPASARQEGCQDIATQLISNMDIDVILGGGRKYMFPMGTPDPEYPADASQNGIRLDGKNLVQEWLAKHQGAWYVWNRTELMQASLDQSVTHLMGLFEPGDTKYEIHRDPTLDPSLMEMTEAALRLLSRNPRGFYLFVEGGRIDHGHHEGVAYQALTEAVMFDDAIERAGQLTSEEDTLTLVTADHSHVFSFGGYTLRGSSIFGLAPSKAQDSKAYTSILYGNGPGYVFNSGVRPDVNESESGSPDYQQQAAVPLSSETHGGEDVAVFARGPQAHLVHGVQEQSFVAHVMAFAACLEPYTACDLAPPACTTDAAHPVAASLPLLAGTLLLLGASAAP
ATG4B inh = blocks human ATG4B protease cleavage of LC3 substrate; Q9Y4P1; ATG4B cleavage of LC3-PLA2, NBD-HPC fluorescence, 1 h; inhibition, % at 8.33 µM; actives 0.51% (n = 340,000); in the data active = inhibition above about 40%
SENP1 inh = blocks the human SENP1 SUMO protease catalytic domain; Q9P0U3; recombinant SENP1 catalytic domain, CyPet-SUMO1-YPet FRET cleavage; inhibition, % at 10 µM; actives 0.21% (n = 360,000);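 active = inhibition at least 30% at 10 µM, raw YFP signal under a set limit, fluorescence ratio 0.5 to 1.5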;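 note: 0% = enzyme with DMSO and 100% = no enzyme wells; some results filed as inactive read as strong as hits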
Target sequence (Q9P0U3 419-644 limits assumed): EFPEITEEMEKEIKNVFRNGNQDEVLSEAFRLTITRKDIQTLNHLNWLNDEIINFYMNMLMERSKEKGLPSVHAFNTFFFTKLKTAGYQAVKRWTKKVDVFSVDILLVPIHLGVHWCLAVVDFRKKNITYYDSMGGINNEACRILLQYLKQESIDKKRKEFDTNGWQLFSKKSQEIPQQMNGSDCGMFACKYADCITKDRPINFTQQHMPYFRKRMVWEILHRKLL
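Test system: recombinant human SENP1 catalytic domain, His6-tagged / Medium: pH 8 Tris buffer with EDTA, NaCl, BME, BSA, NP40, catalase / Also added: SUMO1 FRET substrate flanked by Cypet and Ypet, 25 nM / Times: 50 min reaction at room temperature / Signal: FRET, CFP and YFP emission / Control set: no-enzyme low control and enzyme-plus-DMSO high control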
* hit, by the source's call; . = no result given.

SMILES	SENP6 block	PfGluPho inh	NR3A LBD binder	MPTP block	SENP8 block	hIAP activ	ATG4B inh	SENP1 inh
CCOC(=O)C1=CN(CC)CCC1=O	.	-4	4	-0.4	7	.	-1	1
Cn1cccc1CNC1CCCCC1	-5	9	.	-0.8	7	0.82	4	0
CC(C)Sc1cc(N2CCCC2)nc(-c2ccccc2Cl)n1	-15	17	3	0.4	14	1.1	10	3
Cc1cc2cc3c(cc2nc1SCC(=O)Nc1c(C)cccc1C)CCC3	-9	-16	1	0.5	3	1.3	-2	1
CCOC(=O)/C(C#N)=C1/SC(CC)C(=O)N1c1ccc(C)cc1 (configuration not stated)	1	-4	-12	1.4	20	1.1	-5	-1
CCOC(=O)C1=CNS(=O)(=O)NC1c1ccc(C(=O)OC)cc1 (configuration not stated)	.	4	0	-0.3	-73	.	0	-1
CCOC(=O)C1=C(C(F)(F)F)Nc2ncnn2C1c1cc(OC)c(OC)cc1OC (configuration not stated)	-12	-1	0	0.7	7	0.95	-2	1
COc1ccc(N2C(=O)C(CC(=O)Nc3ccccc3)N(Cc3ccc(OC)c(OC)c3)C2=O)cc1 (configuration not stated)	1	7	-4	0.7	14	1	-7	2
CCOc1cc(N2CCOCC2)c(OCC)cc1NC(=O)CN1CCCC1	-14	1	2	0.3	21	1.1	-10	2
CCn1c(C(=O)N2CCCC(C(=O)NCCCc3ccccc3)C2)cc2sccc21 (configuration not stated)	-27	7	1	7.7	9	1.4	-2	-1
Cc1cc(N=NC(=O)c2ccccc2)ccc1O	13	16	1	0.2	4	1	6	-1
Cc1nn(C)cc1CNC(=O)c1ccccc1Br	6	-8	-114	-0.2	10	0.94	-1	2
O=C(COc1cccc2ccccc12)N/N=C/c1ccncc1	-1	57	0	-0.3	8	1	-14	-1
CC(=O)OCC1=C(C(=O)O)N2C(=O)C(NC(=O)CC(C)c3ccccc3)C2SC1 (configuration not stated)	-2	5	2	-1.3	-8	1.1	-1	-1
NC(=O)N/N=C/c1cccc(OCc2ccc(F)cc2)c1	6	20	-1	2.1	4	0.96	-10	2
Cc1cc(C)c2c(=O)[nH]n(C(C)C)c2n1	-1	23	0	0.8	-44	0.82	-1	1
COc1ccc(-c2cn[nH]c2C)cc1OC	-4	-15	-3	-0.7	12	0.93	-2	0
C=CCn1c(=NC(=O)CC)n(C)c2ccccc21	3	-18	-3	-1.3	5	0.93	-2	1
CN(CCc1ccccc1)C(=O)c1ccc(NC(=O)Cc2ccc(NC(=O)C3CCCN(C(=O)c4ccccc4)C3)cc2)cc1 (configuration not stated)	.	-17	-1	1.3	0	.	-8	-1
O=C(Nc1ccc(F)c(F)c1)C1CCCCC1	-12	10	2	0.4	19	1	-10	-1
COc1ccc(Cl)cc1NC(=O)CN(C)C(=O)CCNC(=O)c1ccccc1OC	-15	-5	-3	0.2	3	0.98	-8	2
Cc1ccc(-c2nc(CS(=O)CC(=O)NCCCc3ccccc3)c(C)o2)cc1 (configuration not stated)	6	-2	-8	-2.3	14	0.85	0	-3
N#Cc1c(NC(=O)COC(=O)c2ccc(O)cc2O)sc2c1CCC2	-3	-18	0	0.0	-12	0.9	-1	-6
S=C(NCc1ccco1)N1CCN(c2nc(-c3ccccc3)cs2)CC1	21	1	0	3.7	16	1	1	1
COc1cccc(C(C(=O)NCc2ccco2)N(C(=O)Cn2nnc3ccccc32)C2CC2)c1OC (configuration not stated)	-15	-12	-1	1.5	18	1.2	3	3
C=CCNC(=S)/C(=C(\[O-])c1ccc(Cl)cc1)[n+]1ccccc1	-10	11	0	-0.1	24	1.1	-4	-11
CCCC[n+]1ccn(C2=C([O-])c3ccccc3C(=O)/C2=N\S(=O)(=O)c2ccccc2)c1	39	10	0	-1.9	78*	1	-16	2
Cc1cc2cc(CN(CCCO)S(=O)(=O)c3cccc4nsnc34)c(=O)[nH]c2cc1C	17	8	1	0.7	-4	1.1	-2	-1
Cc1ccnc(NC(=O)C(C)N2C(=O)c3ccccc3S2(=O)=O)c1 (configuration not stated)	-15	-2	2	-1.4	21	1	1	0
CC1=CCCC(C)(C)C1/C=C/C(C)=N/NC(=O)c1ccncc1 (configuration not stated)	21	-7	0	1.0	-6	1.1	-1	0
CCN(CC)S(=O)(=O)c1ccc(N2CCOCC2)c(NC(=O)c2cccc3ccccc23)c1	-12	5	2	0.6	12	1.1	-9	1
CC(C)(C)n1ncc2c(=O)n(CC(=O)N3CCCCC3)cnc21	-14	1	0	4.7	10	0.92	-2	-1
CC(C)Oc1ccc(OCCn2c(S(=O)(=O)O)nc3c(N)ncnc32)cc1	-22	-18	4	-0.4	17	1.3	1	-2
CC(O/N=C(\N)c1ccccc1)C(=O)Nc1cccc(C(F)(F)F)c1 (configuration not stated)	-11	7	0	-0.4	9	1.1	-5	0
CC(C)(C)OC(=O)NCCCCCNC(=O)c1[nH]cnc1C(=O)Nc1ccccc1	-10	9	-19	0.3	20	1.2	-18	-1
C[C@@H]1C[C@H]2[C@@H]3C[C@H](F)C4=CC(=O)C=C[C@]4(C)[C@@]3(Cl)[C@@H](O)C[C@]2(C)[C@H]1C(=O)COC(=O)C(C)(C)C	-20	13	-2	-0.2	-2	1.2	-6	1
COc1ccc(C(=O)Oc2ccc(=O)n(-c3ccccc3)n2)cc1	4	-7	-1	0.1	18	1.4	-3	7
CC(C)N=C(Nc1ccccc1)c1cccnc1	-9	-2	0	0.1	17	0.87	-8	1
COC(=O)c1cccc(N2CCCC2=O)c1	-14	-13	0	0.7	4	1.1	-1	0
O=C1SC(c2ccccc2)=C/C1=C\N1CCCCC1	5	3	4	2.0	-171	0.93	5	1
N#C/C(=N\Nc1c(Cl)cccc1Cl)C(=O)NN	-16	-22	-2	-2.1	21	0.93	17	1
Cc1ccc(NC(=O)Nc2cnccn2)cc1	-16	8	1	1.2	0	1.1	2	1
O=C(O)CC12CC3CC(C1)CC(n1ncc(NCc4ccc(F)cc4)c(Cl)c1=O)(C3)C2	-2	-11	-1	0.2	14	1.1	0	1
COC(=O)c1cc(-c2c[nH]c3ccccc23)n[nH]1	-11	9	-11	-0.8	0	1.1	-7	-1
NC(=O)C1CCN(c2nc(-c3ccccc3F)cs2)CC1	2	20	1	0.1	7	0.87	15	5
O=C(COc1ccc(S(=O)(=O)NC2CCCC2)cc1)N1CCCCC1	4	-2	1	1.8	1	1.1	-4	-1
CC(C)C(C(=O)O)N1CCS(=O)(=O)CC1 (configuration not stated)	-18	-1	-2	-1.1	16	0.79	3	0
Cc1ccc([N+](=O)[O-])c(OCCN2CCNCC2)c1	-1	-27	1	-1.9	6	1.1	1	4
O=C(CSc1nnc(CNC(=O)c2ccco2)o1)Nc1nc2ccccc2s1	-33	2	1	-0.2	4	1.2	-14	2
O=C(NCC(c1cccs1)N1CCOCC1)c1cccc(S(=O)(=O)Nc2ccc(F)cc2)c1 (configuration not stated)	.	-13	0	-0.1	10	.	-9	3

Further entries
SMILES	SENP6 block	PfGluPho inh	NR3A LBD binder	MPTP block	SENP8 block	hIAP activ	ATG4B inh	SENP1 inh
COc1ccccc1-c1cc(C(=O)N/N=C/c2ccoc2)c2ccccc2n1	-14	14	-4	0.0	-81	1	-2	6
COc1cc2c(cc1OC)C(c1c(-c3c(Cl)cccc3Cl)noc1C)=NCC2	.	58	.	1.4	-16	.	.	-3
Cc1cc(C(=O)Nc2cccnc2)on1	-5	-9	-2	-0.9	12	0.96	-3	4
CCOC(=O)c1ccc(NS(=O)(=O)c2ccc3oc(=O)[nH]c3c2)cc1	-11	-38	-15	0.3	9	1	-1	-1
CCOC(=O)c1[nH]c(C)c(C(=O)N2CCOCC2)c1C	12	11	2	-3.2	10	1.1	-1	1
CCN(CC)S(=O)(=O)c1ccc(N2CCc3cc(OC)c(OC)cc3C2)nc1	-14	18	-2	3.9	-142	1	-9	-29
O=C(C1CCN(S(=O)(=O)c2ccccc2)CC1)N1CCN(Cc2ccc3c(c2)OCO3)CC1	-8	-5	4	0.8	0	1.3	-6	1
CCC(=O)NCC(=O)OCC(=O)c1ccccc1	-5	-5	2	17	8	1.1	-12	0
COc1cccc2sc3cc(NCc4ccc(C)o4)ccc3c(=O)c12	30	32	-3	0.2	-466	1	3	-66
CC(C)(C)c1ccc(OCc2nnc(SCC(N)=O)n2N)cc1	-5	-6	1	8.3	3	1.2	-1	1

Already shown: 14 of the compounds above.
SMILES	SENP6 block	PfGluPho inh	NR3A LBD binder	MPTP block	SENP8 block	hIAP activ	ATG4B inh	SENP1 inh
COC(=O)c1cc(-c2c[nH]c3ccccc23)n[nH]1	-11	9	-11	-0.8	0	1.1	-7	-1
NC(=O)C1CCN(c2nc(-c3ccccc3F)cs2)CC1	2	20	1	0.1	7	0.87	15	5
O=C(COc1ccc(S(=O)(=O)NC2CCCC2)cc1)N1CCCCC1	4	-2	1	1.8	1	1.1	-4	-1
CC(C)C(C(=O)O)N1CCS(=O)(=O)CC1 (configuration not stated)	-18	-1	-2	-1.1	16	0.79	3	0
Cc1ccc([N+](=O)[O-])c(OCCN2CCNCC2)c1	-1	-27	1	-1.9	6	1.1	1	4
O=C(CSc1nnc(CNC(=O)c2ccco2)o1)Nc1nc2ccccc2s1	-33	2	1	-0.2	4	1.2	-14	2
O=C(NCC(c1cccs1)N1CCOCC1)c1cccc(S(=O)(=O)Nc2ccc(F)cc2)c1 (configuration not stated)	.	-13	0	-0.1	10	.	-9	3
COc1ccccc1-c1cc(C(=O)N/N=C/c2ccoc2)c2ccccc2n1	-14	14	-4	0.0	-81	1	-2	6
COc1cc2c(cc1OC)C(c1c(-c3c(Cl)cccc3Cl)noc1C)=NCC2	.	58	.	1.4	-16	.	.	-3
Cc1cc(C(=O)Nc2cccnc2)on1	-5	-9	-2	-0.9	12	0.96	-3	4
CCOC(=O)c1ccc(NS(=O)(=O)c2ccc3oc(=O)[nH]c3c2)cc1	-11	-38	-15	0.3	9	1	-1	-1
CCOC(=O)c1[nH]c(C)c(C(=O)N2CCOCC2)c1C	12	11	2	-3.2	10	1.1	-1	1
CCN(CC)S(=O)(=O)c1ccc(N2CCc3cc(OC)c(OC)cc3C2)nc1	-14	18	-2	3.9	-142	1	-9	-29
O=C(C1CCN(S(=O)(=O)c2ccccc2)CC1)N1CCN(Cc2ccc3c(c2)OCO3)CC1	-8	-5	4	0.8	0	1.3	-6	1

(cont.)
SMILES	SENP6 block	PfGluPho inh	NR3A LBD binder	MPTP block	SENP8 block	hIAP activ	ATG4B inh	SENP1 inh
CC(C)(C)c1cccc(Cn2nnc3ccccc32)c1O	-5	9	-11	82*	19	1.2	0	2
Cc1ccc(-c2nc(-c3ccncc3)no2)cc1	.	11	-2	-0.5	14	.	-1	1
C/C=C/c1ccc(OCCCCN2C(=O)NC(C)(C)C2=O)c(OC)c1	3	-11	-11	-1.8	4	0.92	3	0
Cc1cc(C)n2nc(S(=O)(=O)N(CC(C)C)CC(C)C)nc2n1	0	-3	0	-1.3	26	1	3	2
O=C(COC(=O)c1cncc(Br)c1)NC1CCCC1	0	-3	-2	-0.8	5	0.98	-14	-1
Nc1nonc1-n1nnc(C(=O)N/N=C/c2ccc(Cl)cc2Cl)c1CN1CCCC1	21	0	-2	4.0	6	1.2	-7	3
COc1ccc(N2CCN(C(=O)C3CCN(C(=O)c4ccccc4Cl)CC3)CC2)cc1	-10	-14	-2	0.4	5	0.96	3	2
O=C(NNC(=O)C1CCCCC1)c1ccncc1	-6	5	1	-0.9	16	1	-1	2

High-throughput results: PubChem, Sanford-Burnham Center for Chemical Genomics
